Screening data (PubChem BioAssay)
Bcl-B displacement: displacers of TR3 peptide from Bcl-B, primary screen, selectivity assay for Bfl-1 inhibitor project, biochemical, fluorescence polarization; FP displacement of FITC-TR3 peptide from Bcl-B; higher % means a stronger effect; displacement, % at 20 µM; hits with a dose series show IC50 in µM; 0.11% of 96,000 active;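 active = displacement above 50% at 20 µM plus a fluorescence interference ratio under 1.5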;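 also: plate controls were wells without compound for no effect and wells lacking Bcl-B protein for full effect; a part of the inactive calls stands beside numbers as strong as those of hits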
IL1B NFkB inh: blocks IL-1B driven NFkB nuclear translocation in HUVEC cells; HUVEC IL-1B NFkB p65 nuclear translocation imaging; inhibition, % at 2 µM; 0.43% of 94,000 active; AID 796;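 active = inhibition above about 30% together with a positive call from visual inspection of the well image, limit read from the data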;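 also: nuclear over cytoplasmic p65 intensity ratio measured by imaging; 0% = IL-1B stimulated DMSO wells and 100% = unstimulated DMSO wells; values of inactives mirror those of a sister screen read the other way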
IL1B NFkB pot: enhances IL-1B driven NFkB nuclear translocation; HUVEC IL-1B NFkB p65 nuclear translocation imaging; activation, % at 2 µM; 0.3% of 94,000 active; AID 819;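 active = activation above 40%, about the mean plus 3 SD, also judged a hit on visual image review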;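 also: percent activation is computed from the nuclear over cytoplasmic p65 intensity ratio; values of inactives mirror those of a sister screen read the other way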
PLAP inhibition: PLAP enzyme inhibitors, biochemical, luminescence, HTS (AID 690); 0.08% of 96,000 active; inhibition, % at 20 µM; hits with a dose series show IC50 in µM; purified PLAP, luminescent substrate; higher % means a stronger effect; in the data active = a potency from the dose series; inactive = the rest, 99 in 100 with inhibition below about 30%; also: strong numbers were not always called active
MRP resist rev: reverses drug resistance mediated by MRP. H69AR cells + 2 uM doxorubicin, CellTiter-Glo, 72 h. differential viability (reversal), % at 10 µM. 0.04% of 85,000 active. AID 602;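 active = viability drop by adding the cancer drug above about 55%, with treated viability meeting a 40% cutoff, limit read from the data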;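 also: viability without doxorubicin minus viability with 2 µM doxorubicin for each compound; larger differential means the compound sensitizes cells more to doxorubicin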
MRP resist rev cytotoxicity: also measured in MRP resist rev; calls as there; viability, %; H69AR cells, CellTiter-Glo, 72 h; measured here: cytotoxicity without doxorubicin
MRP resist rev with doxorubicin: further read-out of MRP resist rev, marked with its call; viability, %; measured here: viability with 2 uM doxorubicin; stronger effect = lower value
IL1B NFkB inh cell count 2 µM: second read-out of IL1B NFkB inh, no call of its own (marks repeat the call); cell count; measured here: cells passing quality filter;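 raw number of nuclei counted in each imaged well without normalization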
IL1B NFkB pot cell count 2 µM: recorded beside IL1B NFkB pot, whose call it bears; cell count; measured here: cells passing quality filter
* marks the source's active call; other numbers are inactive results; · = not tested or not shown. The list is partial. The share of hits here may be higher or lower than overall.

SMILES | Bcl-B displacement | IL1B NFkB inh | IL1B NFkB inh cell count 2 µM | IL1B NFkB pot | IL1B NFkB pot cell count 2 µM | PLAP inhibition | MRP resist rev | MRP resist rev cytotoxicity | MRP resist rev with doxorubicin
O=C(O)C1CCCCC1C(=O)Nc1nccs1 (configuration not stated) | -2.1% | -15.5 | 124 | 15.5 | 124 | 8.8% | -1.9 | 87.1 | 89.0
O=C(O)CC(Cn1[nH]nnc1=S)c1ccccc1 (configuration not stated) | 16.4% | -19.8 | 159 | 19.8 | 159 | -21.3% | 4.1 | 89.2 | 85.1
Cn1cc(SCC(=O)O)c2ccccc21 | -2.0% | -11.2 | 141 | 11.2 | 141 | 21.4% | -20.3 | 72.1 | 92.4
CC(NC(=O)c1cccs1)C(c1cccs1)N1CCN(c2ccccc2)CC1 (configuration not stated) | · | 8.8 | 161 | -8.8 | 161 | · | 28.4 | 82.9 | 54.5
C=C(C)Cn1c(-c2ccc(OC)cc2)nc2ccccc21 | -1.5% | 2.6 | 66 | -2.6 | 66 | -49.6% | -8.5 | 68.4 | 77.0
COc1ccc(S(=O)(=O)Nc2ccc(F)c(F)c2)cc1Cl | -1.7% | -0.8 | 80 | 0.8 | 80 | -32.5% | 14.4 | 98.5 | 84.1
COc1ccc(C2(C)NC(=O)N(CC(=O)NCCC3=CCCCC3)C2=O)cc1OC (configuration not stated) | -5.2% | -16.9 | 174 | 16.9 | 174 | 22.0% | 4.6 | 88.4 | 83.8
CCCCNC(=O)c1onc(CSc2cccc(OC)c2)c1C(=O)O | 0.3% | -1.4 | 88 | 1.4 | 88 | -16.1% | · | · | ·
CC(C)CC(=O)Nc1ccc2c(c1)oc1ccccc12 | -0.9% | -8.0 | 189 | 8.0 | 189 | 1.9% | -13.5 | 60.7 | 74.3
O=C(Nc1ccc2c(c1)OCO2)C1CCN(c2ccc(S(=O)(=O)N3CCOCC3)cc2)CC1 | 4.9% | · | · | · | · | 0.5% | 10.5 | 85.5 | 75.0
CCOC(=O)COc1ccc(Cl)cc1C1NC(=O)NC(C)=C1C(C)=O (configuration not stated) | -5.0% | 21.9 | 13 | -21.9 | 13 | -21.6% | -6.6 | 89.4 | 96.0
CCOc1nc(SCCOc2ccccc2)nc(N(C)C)n1 | -0.1% | · | · | · | · | -10.6% | -4.5 | 73.3 | 77.8
CCCCCn1ccc(=O)c2c(C(F)(F)F)nccc21 | · | 0.4 | 92 | -0.4 | 92 | · | -10.9 | 64.9 | 75.8
COc1cccc(N2C(=O)C(CC(=O)Nc3ccc(F)cc3)N(C3CCCCC3)C2=O)c1 (configuration not stated) | -2.2% | 12.3 | 140 | -12.3 | 140 | -1.6% | 7.2 | 97.7 | 90.5
Cc1ccc(CCNC(=O)C2CCN(C(=O)c3sccc3-n3cccc3)CC2)cc1 | -4.8% | -7.1 | 49 | 7.1 | 49 | -45.1% | -10.0 | 84.0 | 94.0
CSc1ccccc1C(=O)NC1CC2CCC1C2 (configuration not stated) | -6.8% | -27.1 | 124 | 27.1 | 124 | 8.0% | -17.2 | 96.2 | 113.4
S=P(c1ccc(N2CCOCC2)cc1N1CCOCC1)(N1CCOCC1)N1CCOCC1 | 1.7% | · | · | · | · | -59.2% | -12.4 | 68.2 | 80.7
COC(=O)C1(CCSC)NC(c2ccc(O)cc2)C2C(=O)N(c3ccc4c(c3)OCCO4)C(=O)C21 (configuration not stated) | -10.7% | 7.2 | 119 | -7.2 | 119 | -42.5% | -5.2 | 71.8 | 77.0
COc1ccccc1C(=O)N1CCN(c2cccc(Cl)c2)CC1 | 1.9% | 5.6 | 121 | -5.6 | 121 | · | -30.6 | 58.4 | 89.0
FC(F)Oc1ccc(-c2csc(Cc3nnc4n3CCCCC4)n2)cc1 | · | -23.8 | 131 | 23.8 | 131 | · | · | · | ·
Nc1ccccc1-c1nnc(SCc2ccccc2F)[nH]c1=O | -0.9% | -10.3 | 173 | 10.3 | 173 | -30.0% | 5.7 | 104.2 | 98.6
Cc1ccc(Nc2nc(N)nc(CN3CCN(Cc4ccc5c(c4)OCO5)CC3)n2)cc1 | -9.2% | -20.2 | 139 | 20.2 | 139 | -48.3% | 7.5 | 78.3 | 70.8
COc1ccccc1C(c1nnnn1C(C)(C)C)N1CCCc2ccccc21 (configuration not stated) | 6.4% | -8.4 | 133 | 8.4 | 133 | 2.4% | 16.4 | 75.7 | 59.3
CCCCC(NC(=O)c1ccccc1)C(=O)OCC(=O)N1c2ccccc2Sc2ccccc21 (configuration not stated) | 4.4% | -12.2 | 146 | 12.2 | 146 | -36.1% | · | · | ·
Cc1n[nH]c(C)c1S(=O)(=O)N1CCOCC1 | 4.5% | -13.0 | 102 | 13.0 | 102 | -4.6% | -5.8 | 93.9 | 99.7
Cc1ccc(NC(=S)NC2CC3CCC(C2)N3Cc2ccco2)c(C)c1 (configuration not stated) | 15.7% | -10.4 | 121 | 10.4 | 121 | -1.7% | · | · | ·
C/C(NCc1ccccc1)=C(\C#N)C(=O)NCc1ccccc1 | -5.8% | -3.5 | 188 | 3.5 | 188 | 6.9% | 15.0 | 109.9 | 94.9
CCc1nc(SCC(=O)Nc2ccnc3ccccc23)n[nH]1 | -4.3% | -0.9 | 183 | 0.9 | 183 | -19.6% | 11.1 | 86.3 | 75.2
Cc1cc(C)nc(NS(=O)(=O)c2ccc(N/C=C3\CCCC3=O)cc2)n1 | · | -2.3 | 135 | 2.3 | 135 | · | -3.3 | 85.2 | 88.5
CCCc1[nH]nc2c1C(c1ccccc1OCC)C(C#N)=C(N)O2 (configuration not stated) | -2.6% | -3.2 | 128 | 3.2 | 128 | -55.3% | -2.7 | 80.4 | 83.2
CCOC(=O)c1nn(-c2ccc(Cl)cc2)c2nc(CC)c(C#N)c(=O)n12 | · | -22.9 | 132 | 22.9 | 132 | · | -2.5 | 78.2 | 80.7
CC(NC(=O)c1ccco1)C(=O)N1CCc2ccccc2C1 (configuration not stated) | 6.5% | -5.5 | 154 | 5.5 | 154 | -23.2% | -5.5 | 90.7 | 96.2
CCOc1cccc(OCCOCCn2cnc3ccccc3c2=O)c1 | -3.0% | · | · | · | · | 18.5% | 8.4 | 78.5 | 70.0
CCCc1nc(SCc2ccccc2Cl)n[nH]1 | 2.6% | -10.5 | 174 | 10.5 | 174 | -117.5% | -2.9 | 89.8 | 92.7
CN1CCN(c2nc(C#N)cc(-c3ccccc3)n2)CC1 | -2.8% | -5.4 | 99 | 5.4 | 99 | -32.1% | -3.5 | 85.1 | 88.6
COc1ccc(C(C)=O)cc1CN1C(=O)NC2(CCCCC2C)C1=O (configuration not stated) | 0.5% | 6.8 | 155 | -6.8 | 155 | 3.2% | 9.1 | 93.7 | 84.6
N#Cc1cc(Oc2ccc(Cl)cc2)c(N2CCOCC2)cc1C#N | · | -5.5 | 193 | 5.5 | 193 | · | 3.9 | 68.2 | 64.3
O=S(=O)(c1cccs1)N1CCN(Cc2nc3ccccc3s2)CC1 | -20.9% | -25.4 | 143 | 25.4 | 143 | 24.3% | 2.0 | 83.3 | 81.3
COc1ccc(CN2CC(C(=O)NCCN3CCOCC3)CC2=O)cc1 (configuration not stated) | -7.4% | -3.8 | 126 | 3.8 | 126 | 7.3% | · | · | ·
Cc1ccc(NC(=O)c2c(C)nn(-c3ccccc3)c2Cl)c(C)c1 | -4.4% | 1.4 | 170 | -7.7 | 131 | 6.2% | · | · | ·
CCSc1nc2ccccc2n1C(=O)/C=C\c1ccc(OC)c(OC)c1 | 3.0% | 89.9* | 123* | -89.9 | 123 | -7.7% | · | · | ·
O=C(O)/C(=C\c1ccco1)NC(=O)c1cccc2ccccc12 | -5.3% | 4.2 | 201 | -4.2 | 201 | -14.7% | · | · | ·
COc1ccc(OC)c(C(=O)CC2OC(=O)c3ccccc32)c1 (configuration not stated) | -14.6% | -6.6 | 132 | 6.6 | 132 | -3.5% | 6.0 | 43.3 | 37.2
CC1=C(C(=O)NCCCOC(C)C)C2(CCC(C)CC2)OC1=O (configuration not stated) | -5.4% | · | · | · | · | -19.7% | -1.7 | 95.9 | 97.6
Cc1cc(C)c2nc(N3CCC(C(=O)N4CCCC4)CC3)sc2c1 | -0.2% | -10.7 | 111 | 10.7 | 111 | -40.9% | 7.1 | 81.4 | 74.3
CCCCCn1c(C(Cc2ccccc2)NC(=O)COC)nc2ccccc21 (configuration not stated) | 4.6% | 9.6 | 50 | -9.6 | 50 | -42.5% | 4.5 | 55.5 | 51.0
Clc1cccc(OCCn2cncn2)c1Cl | 3.3% | -44.9 | 147 | 44.9* | 147* | 7.3% | -15.5 | 84.3 | 99.8
O=C(Nc1cccnc1)c1coc(=O)c2ccccc12 | -2.8% | -5.9 | 106 | 5.9 | 106 | 5.5% | 18.4 | 88.0 | 69.6
O=C(N/N=C/c1ccc[nH]1)c1cccnc1 | -2.6% | -5.6 | 153 | 5.6 | 153 | -1.2% | 2.4 | 94.9 | 92.5
O=S(=O)(c1ccccc1)c1nc(-c2ccccc2)oc1N1CCCCC1 | -14.8% | -5.9 | 178 | 5.9 | 178 | 21.8% | 3.0 | 98.1 | 95.1
O=C(COc1ccccc1-c1ccccc1)N/N=C/c1cccc2ccccc12 | -3.6% | 15.0 | 86 | -15.0 | 86 | 6.2% | · | · | ·
CC1CCCC(C)N1CCNC(=O)C1CCN(S(=O)(=O)N2CCCCC2)CC1 (configuration not stated) | 37.4% | 14.1 | 145 | -14.1 | 145 | -60.8% | 12.0 | 106.8 | 94.8
CCOc1ccc(CC(C(=O)NN)C(=O)NN)cc1CN(C)C | -1.4% | 0.4 | 63 | -0.4 | 63 | -67.0% | 4.9 | 104.0 | 99.1
COc1ccc(OC)c(NC(=O)c2ccccc2NS(=O)(=O)c2cccc3cccnc23)c1 | -5.0% | 7.4 | 105 | -7.4 | 105 | -52.5% | · | · | ·
Clc1cccc(COn2c(-c3ccc(Cl)cc3Cl)nc3ncccc32)c1 | -22.1% | 5.1 | 67 | -5.1 | 67 | -54.6% | 14.8 | 102.7 | 87.8
CC1CCN(C(=O)CSc2nc(N)c3c4c(sc3n2)CN(C)CC4)CC1 | -2.6% | · | · | · | · | -4.9% | 6.3 | 94.7 | 88.5
Cc1cc(N(C)C)c(C#N)c(N2CCOCC2)n1 | 6.2% | -2.7 | 163 | 2.7 | 163 | -0.7% | 8.9 | 94.8 | 85.9
O=C(NC1CCCCC1)NC1CC2CCC(C1)N2C(=O)NCc1ccccc1 (configuration not stated) | -13.6% | 16.4 | 64 | -16.4 | 64 | -31.7% | -23.8 | 68.0 | 91.8
CC(=O)N1CCc2cc(Br)cc(S(=O)(=O)N3CCN(C(=O)c4ccco4)CC3)c21 | -15.3% | -5.0 | 198 | 5.0 | 198 | -19.5% | · | · | ·
Cc1nnc(SCc2nc3ccccc3[nH]2)s1 | -4.1% | 12.5 | 129 | -12.5 | 129 | 2.6% | -0.1 | 101.1 | 101.2
C=C(C)Cn1c(N2CCN(CC)CC2)nc2c1c(=O)[nH]c(=O)n2C | 0.0% | 5.4 | 178 | -5.4 | 178 | -2.7% | 13.7 | 99.2 | 85.6

Four neighbouring compounds out of the list so far, for reference:
SMILES | Bcl-B displacement | IL1B NFkB inh | IL1B NFkB inh cell count 2 µM | IL1B NFkB pot | IL1B NFkB pot cell count 2 µM | PLAP inhibition | MRP resist rev | MRP resist rev cytotoxicity | MRP resist rev with doxorubicin
Clc1cccc(COn2c(-c3ccc(Cl)cc3Cl)nc3ncccc32)c1 | -22.1% | 5.1 | 67 | -5.1 | 67 | -54.6% | 14.8 | 102.7 | 87.8
CC1CCN(C(=O)CSc2nc(N)c3c4c(sc3n2)CN(C)CC4)CC1 | -2.6% | · | · | · | · | -4.9% | 6.3 | 94.7 | 88.5
Cc1cc(N(C)C)c(C#N)c(N2CCOCC2)n1 | 6.2% | -2.7 | 163 | 2.7 | 163 | -0.7% | 8.9 | 94.8 | 85.9
O=C(NC1CCCCC1)NC1CC2CCC(C1)N2C(=O)NCc1ccccc1 (configuration not stated) | -13.6% | 16.4 | 64 | -16.4 | 64 | -31.7% | -23.8 | 68.0 | 91.8
